LGR2 inh: blocks bursicon-induced cAMP signaling via Drosophila LGR2 | inhibition, % at 9.99 µM | HEK293 LGR2, CRE-luciferase, bursicon-stimulated, 4 h | AID 720647 | 380,000 tested, 0.35% active;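 active = drop in luminescence signal, shown as inhibition above about 50% in the replicate tests, limit read from the data, passing the limit was not always enough; inconclusive = probably only some replicates passing the limit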;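 also: agonist challenge used bursicon conditioned medium at about half maximal strength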
CASP6 VEID inh: inhibitors of human caspase-6; P55212; purified caspase-6, Z-VEID-R110 cleavage fluorescence; inhibition, % at 12.5 µM; 350,000 tested, 0.53% active; AID 686996;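 active = mean inhibition across replicates at least about 35%, with every replicate also reaching that limit, limit read from the data; inconclusive = only one of the two criteria met; inactive = neither criterion met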;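 also: 0% = median of neutral control wells and 100% = no fluorescence left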
Target sequence (P55212 24-179 limits assumed): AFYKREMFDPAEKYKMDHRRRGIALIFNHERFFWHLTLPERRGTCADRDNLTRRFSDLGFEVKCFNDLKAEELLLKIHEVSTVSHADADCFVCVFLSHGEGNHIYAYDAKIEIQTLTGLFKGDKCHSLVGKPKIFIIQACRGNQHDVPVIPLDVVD
Target sequence (P55212 194-293 limits assumed): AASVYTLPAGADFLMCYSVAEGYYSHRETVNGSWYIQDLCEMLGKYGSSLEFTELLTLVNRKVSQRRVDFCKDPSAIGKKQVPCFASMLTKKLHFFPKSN
SIRT5 block: blocks human SIRT5 desuccinylation of peptide | Purified SirT5, succinyl-peptide AMC, trypsin-coupled fluorescence | 330,000 tested, 1.1% active | Q9NXA8 | inhibition, % at 15 µM | AID 652115; in the data active = inhibition above about 15%; inconclusive = no clear call, values can overlap the other calls
Target sequence (Q9NXA8 whole entry, looked up): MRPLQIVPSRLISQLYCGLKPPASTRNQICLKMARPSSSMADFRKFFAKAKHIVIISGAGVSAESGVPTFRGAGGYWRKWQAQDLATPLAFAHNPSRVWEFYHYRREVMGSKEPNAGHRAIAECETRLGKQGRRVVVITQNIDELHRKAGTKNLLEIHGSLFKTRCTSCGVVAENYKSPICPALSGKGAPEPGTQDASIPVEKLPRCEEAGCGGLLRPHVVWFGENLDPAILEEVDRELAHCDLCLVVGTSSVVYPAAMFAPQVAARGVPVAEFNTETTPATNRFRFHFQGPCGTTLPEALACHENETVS
PAX8 reporter: PAX8 transcriptional activity inhibition; AID 652154; 360,000 tested, 1.2% active; inhibition, % at 12.6 µM; RMG-I TPO-luciferase reporter, SteadyGlo, 24 h;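 active = mean replicate inhibition at least 60% with every replicate also reaching 60%; inconclusive = only one of the two criteria is met; inactive = mean below 60% and not all replicates reaching 60%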;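 also: luciferase light reporting Pax8 driven TPO promoter activity; plate controls were median of neutral control wells for no effect and mitoxantrone controls for full effect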
DENV2 CPE: DENV2-induced cell death inhibition; DENV2-infected cells, cytopathic effect rescue, plate reader; CPE inhibition, % at 9.99 µM; 350,000 tested, 1.7% active; in the data active = CPE inhibition above about 20%, passing the limit was not always enough; inconclusive = no clear call, values can overlap the other calls; tested in BHK-21 cells;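 also: 0% = median of neutral control wells and 100% = median of positive control wells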
ARNT-TACC3 inh: disrupts binding between human ARNT and TACC3 | 390,000 tested, 0.66% active | inhibition, % at 9.99 µM | Q9Y6A5 | AlphaScreen His-ARNT PAS-B/GST-TACC3 binding, luminescence; TACC3 fragment carries E629A point mutation;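 active = mean inhibition of replicates at least 50% and at least half of replicates each reaching 50%; inconclusive = half or more replicates reach 50% but mean below 50%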;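 also: 0% = complete ARNT plus TACC3 wells and 100% = ARNT alone without TACC3; many hits fall short of the cut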
EWS-Fli inh: EWS/Fli transcriptional activity inhibition. A673 NR0B1-luciferase reporter, viability-normalised. inhibition, % at 12.6 µM. 350,000 tested, 0.67% active. AID 651661;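 active = mean inhibition of at least 50% after viability correction, with every replicate also passing that limit; inconclusive = mean reaches 50% but only one of two replicates passes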;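 also: firefly luciferase signal divided by Alamar Blue viability fluorescence both relative to DMSO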
* hit, by the source's call; ? = inconclusive; / = no result given; & = joins results of further samples.

Structure	LGR2 inh	CASP6 VEID inh	SIRT5 block	PAX8 reporter	DENV2 CPE	ARNT-TACC3 inh	EWS-Fli inh
Cc1noc(C)c1NC(=O)N(C)C[C@@H]1OCCCC[C@@H](C)Oc2ccc(NC(=O)c3ccncc3)cc2C(=O)N([C@@H](C)CO)C[C@H]1C	-11	-1	-2	6	-7	-9	-2
O=C(Cc1ccncc1)NCC[C@H]1CC[C@@H](NC(=O)C2CC2)[C@H](CO)O1	-2	6	-10	0	5	5	2
O=C(C[C@H]1CC[C@H]2[C@@H](COC[C@@H](O)CN2Cc2ccc(F)cc2)O1)N1CCc2ccccc2C1	-22	28	1	1	9	-7	7
O=C(CC1CC1)N1[C@H](CO)[C@@H](c2ccccc2)C12CN(S(=O)(=O)c1ccccc1)C2	-4	0	-5	2	-3	/	5
CC[C@H](C)C(C(=O)N1CCN(C(=O)OC(C)(C)C)CC1)n1cc(C(Cc2ccc(O)cc2)NC(=O)OC(C)(C)C)nn1 (stereo not given in full)	17	-6	-1	53	-1	17	-2
CS(=O)(=O)Nc1ccc2c(c1)[C@H]1C[C@@H](CC(=O)NCc3ccncc3)O[C@H](CO)[C@H]1O2	13	3	-1	-16	5	2	-4
COc1ccc(NC(=O)Nc2cccc3c2O[C@H](CN(C)Cc2ccc(-c4ccccc4)cc2)[C@H](C)CN([C@@H](C)CO)C3=O)cc1	19	3	-3	/	7	-4	-1
CCCNc1nc2c(c(=O)[nH]c(=O)n2C)n1CCOc1ccccc1	0	6	-2	-11	2	5	11
CCOC(=O)C1(Cc2ccccc2C)CCCN(C(=O)c2ccc(C(C)=O)s2)C1 (stereo not given)	4	0	/	1	7	/	-16
C[C@@H]1CCCCO[C@@H](CN(C)S(=O)(=O)c2cn(C)cn2)[C@@H](C)CN([C@@H](C)CO)C(=O)c2cc(NS(C)(=O)=O)ccc2O1	-12	1	-4	/	7	-2	-6
CCOc1ccc(CN2CCCN(C)CC2)cc1	24	-8	1	/	-2	-11	4
C[C@H](CO)N1C[C@H](C)[C@@H](CN(C)C(=O)Nc2ccccc2)Oc2ccc(NC(=O)NC3CCCCC3)cc2C1=O	-4&9	0&-1	5	10&-3	4&0	6&0	-4&0
CC(C)NC(=O)Cn1nnc(-c2ccccc2)c1COc1ccc2ccccc2c1	6	-1	/	21	4	/	-3
COc1ccc(-c2oc3c4c2C(=O)OCCOC4CCC3)cc1 (stereo not given)	-7	0	-7	-26	?	/	-2
COc1ccc(-c2cc(N)n(S(=O)(=O)c3ccc(F)cc3)n2)cc1OC	-3	0	-1	21	-1	-5	19
Cc1ccccc1-c1ccc2c(c1)O[C@@H](CN(C)CC1CC1)[C@@H](C)CN([C@@H](C)CO)S2(=O)=O	23	1	-2	/	-4	14	9
COc1cc(OC)nc(Oc2ccccc2C(=O)Oc2ccc(Cl)cc2)n1	7	0	-7	/	1	-6	14
COc1cc(Cl)c(CNC[C@H]2O[C@@H](n3cnc4c(N)ncnc43)[C@H](O)[C@@H]2O)c(Cl)c1O	3	5	0	20	/	-5	10
CCCNC(=O)C[C@@H]1CC[C@@H]2[C@H](COC[C@@H](O)CN2C(=O)c2ccc(F)cc2)O1	-19	2	9	5	-4	2	-10
CCCS(=O)(=O)NC(=O)C1(C)CCN(C(=O)c2cccc3ccccc23)C1 (stereo not given)	3	1	-5	/	15	/	-3
CCc1ccc(N2CC(C(=O)OCc3csc(CC(=O)Nc4ccccc4C)n3)CC2=O)cc1 (stereo not given)	-2	31	0	-13	-3	18	-3
CCOCC(=O)N1CCC(Cc2ccccc2)CC1	14	/	-3	13	2	-4	0
C[C@@H]1CN([C@@H](C)CO)C(=O)c2cc(NC(=O)CCN3CCOCC3)ccc2O[C@@H]1CN(C)Cc1ccc2c(c1)OCO2	-4	5	5	-23	-13	-4	8
COc1ccc(NC2CCCN(C(=O)c3cccc(N(C)C)c3)C2)cc1 (stereo not given)	2	0	-3	-1	-2	8	2
CCCCc1ccc(S(=O)(=O)NC(=O)C2(C)CCN2C(=O)c2c(C)noc2C)cc1 (stereo not given)	8	-2	2	11	13	/	-6
COC(=O)Cn1c(=NC(=O)CSCC(=O)Nc2cc(C)on2)sc2ccccc21	13	-1	-6	3	-1	-4	-4
CO[C@H]1CN(C)C(=O)c2cc(NS(C)(=O)=O)ccc2OC[C@@H](C)N(Cc2nccs2)C[C@@H]1C	-2	0	4	-14	7	1	-1
COc1ccc(CCNC(=O)C2CCCN(S(=O)(=O)N3CC(C)CC(C)C3)C2)cc1OC (stereo not given)	-5	0	0	10	-1	-7	3
CCc1ccc(S(=O)(=O)NCc2cccnc2)cc1	-13	-1	-4	1	4	-8	0
CCOc1ccc(N2C(=O)S/C(=C\c3cccn3C)C2=O)cc1	-6	/	/	6	/	-1	2
CC(=O)c1oc2ccccc2c1NC(=O)CCCN1C(=O)c2ccccc2C1=O	3	1	-4	2	-3	-3	7
COc1ccc(-c2ccc(C(=O)Nc3cccc(C(F)(F)F)c3)c3occc23)c(C)c1	1	0	-5	-46	-8	/	-20
CC(C)C(=O)Nc1ccc2c(c1)C(=O)N(C)[C@H]1CC[C@H](CC(=O)NCc3ccccc3F)O[C@@H]1CO2	10	/	/	6	2	0	9
C[C@@H]1CN([C@@H](C)CO)C(=O)c2cc(NC(=O)Cn3cnnn3)ccc2O[C@@H]1CN(C)S(=O)(=O)c1ccc(F)cc1	-12	2	-1	/	1	-6	-5
CN1C[C@@H](O)COC[C@H]2O[C@@H](CC(=O)N3CCN(c4ccccc4)CC3)CC[C@@H]21	-10	3	-2	-9	-3	9	4
O=C(Nc1cccc(Cl)c1)c1nc[nH]c1C(=O)N1CCc2ccccc2C1	-14	1	-5	4	0	0	12
CC1(C(=O)Nc2nccs2)CCN1C(=O)CC(c1ccccc1)c1ccccc1 (stereo not given)	6	-1	2	14	-12	/	8
CCOC(=O)c1cnc2ccc(Br)cc2c1NCCO	7	0	-1	/	6	-36	-7
Cc1ccc(C(=O)Nn2cnnc2)cc1Cl	5	-1	1	-20	-4	-3	-2
Cc1ccc(-n2ncc3c(=O)n(CC(=O)N4CCN(c5ccccc5)CC4)cnc32)cc1	-15	0	0	5	-11	-1	0
C[C@H](CO)N1C[C@H](C)[C@H](CN(C)C(=O)Nc2ccccc2)Oc2ncc(C#CC3CC3)cc2C1=O	-4	-3	-18	/	1	1	-11
COc1ccccc1OCC(=O)NCc1nc(-c2ccccc2)no1	-1	0	-6	-11	9	-11	6
Cc1ccc(S(=O)(=O)N2CCOCC2)cc1C(=O)NCc1ccccc1CN1CCCC1	-13	-4	7	13	-2	-5	1
CSCCC(NS(=O)(=O)c1ccccc1)C(=O)OCc1nc2ccsc2c(=O)[nH]1 (stereo not given)	34	2	-3	1	7	/	-5
COc1ccccc1C(=O)Nc1ccc2c(c1)C(=O)N(C)[C@H]1CC[C@H](CC(=O)NCc3ccc(Cl)c(Cl)c3)O[C@@H]1CO2	-1	0	2	27	10	-1	0
O=C(NC1CCCCC1)N[C@H]1CC[C@H](CCNS(=O)(=O)c2ccccc2)O[C@@H]1CO	22	0	-3	3	4	-14	8
C[C@@H]1CN([C@H](C)CO)C(=O)c2cccc(NS(=O)(=O)c3ccc(Cl)cc3)c2O[C@H]1CN(C)C(=O)Nc1ccccc1	13	1	2	-10	6	/	5
COc1cccc(NC(=O)N(C)C[C@@H]2Oc3ncc(C#Cc4ccc(F)cc4)cc3C(=O)N([C@@H](C)CO)C[C@@H]2C)c1	15	-1	7	/	?	1	-6
CCCCN(C(=O)c1oc2ccc(OCC)cc2c1C)c1c(N)n(CC(C)C)c(=O)[nH]c1=O	-19	-1	0	0	-2	-4	4
CC(=O)NS(=O)(=O)c1ccc(NC(=O)C(C)NS(=O)(=O)/C=C/c2ccccc2)cc1 (stereo not given)	-20	8	0	0	-9	0	1
Cc1ccc(S(=O)(=O)N(C)C[C@H]2OCCCC[C@H](C)Oc3ccc(NC(=O)Nc4ccccc4)cc3C(=O)N([C@H](C)CO)C[C@@H]2C)cc1	2	1	1	/	-6	-2	19
CN(C)S(=O)(=O)c1cccc(NC(=O)CNC2CCCCC2)c1	-4	-5	-3	-12	-7	12	-5
C[C@H]1CN([C@@H](C)CO)C(=O)Cc2cc(NC(=O)CCC(F)(F)F)ccc2O[C@@H]1CN(C)Cc1ccc(Cl)c(Cl)c1	18	0	4	/	8	-3	-9
C=CCOc1c(CNc2ccc3[nH]c(=O)[nH]c3c2)cccc1OC	-5	2	8	4	-18	-18	13
CC(C)(C)OC(=O)N1CCCN(C(=O)Nc2cccc(Cl)c2)CC1	/	-3	-4	12	1	/	-8
CCOc1ccc(NC(=O)NCC2CCN(Cc3ccc(F)cc3)CC2)cc1	-6	-5	-4	18	13	-18	2
COCC(=O)N1CCC(Oc2ccc(C(=O)NCCCC3CCCC3)cc2)CC1	-17	-2	2	-15	-7	-9	10
COCc1ccc(C(=O)NC2CCCc3c2cnn3-c2cc(C)cc(C)c2)s1 (stereo not given)	9	7	3	7	0	0	/
COc1cc(OC)cc(-c2cc3ccc(OC)cc3cn2)c1	0	3	/	-2	?	-17	16
Cc1cc(C(=O)O)cc(S(=O)(=O)Nc2ccccc2C(=O)NC2CC2)c1C	-9	4	-2	/	-5	-2	-1

More compounds follow:
Structure	LGR2 inh	CASP6 VEID inh	SIRT5 block	PAX8 reporter	DENV2 CPE	ARNT-TACC3 inh	EWS-Fli inh
COc1ccc(-c2nc(NC(=O)C3CC(=O)N(Cc4ccco4)C3)sc2C)cc1 (stereo not given)	/	13	4	19	-6	5	-7
Cc1ccc(C(=O)N2CCCC(C(F)(F)F)C2)cc1S(=O)(=O)N1CCOCC1 (stereo not given)	-11	1	1	-13	11	-8	4
CNS(=O)(=O)c1cccc(C(=O)OCC(=O)NC2CCCC2)c1	8	0	0	8	0	1	1
Cc1noc(C)c1COc1ccccc1C(=O)N(C)CC(=O)Nc1ccc(F)c(F)c1F	-11	53*	2	1	-4	1	-1
CN1C(=S)SC(N2OC3C(=O)N(c4ccccc4)C(=O)C3C2c2ccccc2)C1(C)C (stereo not given)	-1	5	3	/	2	/	2
COC(=O)C[C@@H]1CC[C@@H]2[C@H](COC[C@@H](O)CN2S(=O)(=O)c2ccc(F)cc2)O1	3	0	3	-9	-4	15	-1
CC(C)(C)N=C1NN=C(c2cc3ccccc3o2)CS1	-17	/	/	-149	/	22	/
Cc1cc(Br)cc(C)c1OCC(=O)NNC(=O)c1cccs1	6	-3	-1	4	?	23	/
Cc1ccc(Cn2nnnc2CN2CCC(NC(=O)C(C)(C)C)CC2)cc1	8	-4	-4	-2	/	8	2
Cc1noc(C)c1S(=O)(=O)N(C)C[C@@H]1Oc2c(NS(=O)(=O)c3cccs3)cccc2C(=O)N([C@H](C)CO)C[C@@H]1C	6	1	4	/	-10	/	-4
Cc1c(Cl)cccc1NC(=S)NC1CCN(Cc2ccccc2)CC1	3	-2	-8	8	/	8	-3
O=C(NCCc1ccccc1)C(=O)c1cn(CC(=O)N2CCCC2)c2ccccc12	13	2	3	3	13	2	/
COC(=O)[C@H]1[C@H](CO)[C@H]2Cn3c(cccc3=O)[C@H]2N1CC1CCCC1	15	0	2	/	-10	/	6
Cc1ccc(S(=O)(=O)N(C(=O)c2ccco2)c2cc3sc(=O)oc3c3ccccc23)cc1	5	/	/	19	/	12	/

Screens from PubChem BioAssay.
